IDE exosite inh: exo-site inhibitors of human insulin-degrading enzyme | P14735 | purified IDE, FL-6b probe fluorescence polarization; stronger effect = lower value | z-score at 20 µM | 17,000 compounds, 6.3% hits | AID 1259349;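 active = z-score of -3 or lower, meaning strong loss of probe binding signal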;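 also: His-tagged human IDE residues 42-1019 made in E. coli with 30 nM FL-6b probe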
Target sequence (P14735 42-1019 limits assumed): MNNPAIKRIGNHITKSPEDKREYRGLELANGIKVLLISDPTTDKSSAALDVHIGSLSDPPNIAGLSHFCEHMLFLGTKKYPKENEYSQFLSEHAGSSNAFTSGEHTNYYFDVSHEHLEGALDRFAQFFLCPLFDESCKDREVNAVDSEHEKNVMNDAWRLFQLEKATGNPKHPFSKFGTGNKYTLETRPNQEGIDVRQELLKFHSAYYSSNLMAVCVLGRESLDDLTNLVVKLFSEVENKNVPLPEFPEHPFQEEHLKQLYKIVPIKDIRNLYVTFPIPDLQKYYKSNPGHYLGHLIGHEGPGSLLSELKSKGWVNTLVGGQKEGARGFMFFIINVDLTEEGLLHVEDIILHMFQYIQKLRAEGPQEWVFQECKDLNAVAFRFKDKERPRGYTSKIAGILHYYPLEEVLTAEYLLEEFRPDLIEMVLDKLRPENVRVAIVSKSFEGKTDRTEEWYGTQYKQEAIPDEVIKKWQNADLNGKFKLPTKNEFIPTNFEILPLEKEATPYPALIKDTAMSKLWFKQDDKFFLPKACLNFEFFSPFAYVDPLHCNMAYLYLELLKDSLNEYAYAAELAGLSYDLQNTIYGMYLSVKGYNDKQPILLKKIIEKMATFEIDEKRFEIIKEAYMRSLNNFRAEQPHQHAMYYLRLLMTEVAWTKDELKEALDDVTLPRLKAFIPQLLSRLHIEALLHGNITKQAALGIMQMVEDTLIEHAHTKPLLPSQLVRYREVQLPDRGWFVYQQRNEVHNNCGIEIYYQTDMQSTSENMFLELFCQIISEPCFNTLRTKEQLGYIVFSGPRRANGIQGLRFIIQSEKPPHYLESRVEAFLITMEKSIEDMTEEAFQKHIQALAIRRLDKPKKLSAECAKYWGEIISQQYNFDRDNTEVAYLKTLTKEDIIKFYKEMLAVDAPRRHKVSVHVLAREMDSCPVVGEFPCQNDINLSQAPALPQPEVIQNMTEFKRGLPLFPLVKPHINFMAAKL
An asterisk follows results filed as active; & = joins results of further samples.

SMILES	IDE exosite inh
C[C@@H]1CN([C@H](C)CO)C(=O)c2c(c3ccccc3n2C)-c2ccccc2CO[C@@H]1CN(C)C(=O)Nc1ccccc1C(F)(F)F	0.286
COc1ccc(CN(C)C[C@@H]2Oc3ccc(NC(=O)Nc4ccc5c(c4)OCO5)cc3CC(=O)N([C@H](C)CO)C[C@@H]2C)cc1	0.302
O=C(C1CCC1)N1CC(=O)N2[C@@H](CO)[C@H](c3ccc(Br)cc3)[C@@H]2C1	-0.201
COCC(=O)N1[C@H](C#N)[C@H](c2ccccc2C2=CCCCC2)[C@@H]1CO	1.84
COc1ccc(C#Cc2ccc([C@@H]3[C@@H](CO)N4CCCCN(Cc5ccncc5)C[C@@H]34)cc2)cc1	4.34
COc1ccc(S(=O)(=O)Nc2ccc3c(c2)C(=O)N([C@H](C)CO)C[C@@H](C)[C@@H](CN(C)Cc2ccc(C(F)(F)F)cc2)OCCCC[C@@H](C)O3)cc1	2
O=C(C1CCOCC1)N1CC(=O)N2[C@H](CO)[C@@H](c3ccc(/C=C/c4ccccc4)cc3)[C@H]2C1	-2.07
C[C@H]1CN([C@@H](C)CO)C(=O)c2cc(-c3ccc(C#N)cc3)cnc2O[C@H]1CN(C)Cc1cccnc1	-0.0167
Cc1ccccc1-c1cnc2c(c1)C(=O)N([C@@H](C)CO)C[C@@H](C)[C@@H](CN(C)Cc1ccccc1F)O2	-0.207
CN(C)CC#Cc1ccc([C@H]2[C@H](CO)N3CCCCN(C(=O)c4ccc5c(c4)OCO5)C[C@@H]23)cc1	2.51
C[C@@H]1CN([C@H](C)CO)C(=O)c2ccccc2-c2ccccc2CO[C@H]1CN(C)S(=O)(=O)c1cn(C)cn1	0.404
COc1cccc(-c2ccc([C@H]3[C@@H](CO)N4C(=O)CN(C(=O)C5CCC5)C[C@@H]34)cc2)c1	-6.99*
CCCC#Cc1ccc([C@@H]2[C@@H](CO)N3C(=O)CN(C(=O)Nc4cc(F)ccc4F)C[C@@H]23)cc1	3.38
COc1ccccc1C(=O)Nc1ccc2c(c1)C(=O)N(C)C[C@H](OC)[C@@H](C)CN(C(C)=O)[C@H](C)CO2	-0.776
COc1ccccc1-c1ccccc1[C@H]1[C@@H](C#N)N(C(=O)C2CCOCC2)[C@H]1CO	-0.279
COc1ccc(-c2ccc([C@@H]3[C@@H](CO)N4CCCCN(C(=O)c5ccc(F)cc5)C[C@@H]34)cc2)cc1	1.79
Cc1noc(C)c1NC(=O)N1C[C@@H](O)COC[C@@H]2O[C@H](CC(=O)NCC3CC3)CC[C@H]21	-0.106
CC(=O)N1[C@H](CO)[C@@H](c2ccccc2)[C@@H]1CN(C)C(=O)c1ccccc1F	0.897
O=C(Cc1ccccc1)N1CC(=O)N2[C@H](CO)[C@@H](c3ccc(C#Cc4ccccc4)cc3)[C@@H]2C1	-0.472
CO[C@@H]1CC[C@@H]2CCN(C)C(=O)CCCN(C)C(=O)c3cc(C#N)ccc3OC[C@H]1O2	0.867

Rewritten with bars between the fields: part of the list above.
smiles | IDE exosite inh
COc1ccc(-c2ccc([C@@H]3[C@@H](CO)N4CCCCN(C(=O)c5ccc(F)cc5)C[C@@H]34)cc2)cc1 | 1.79
O=C(Cc1ccccc1)N1CC(=O)N2[C@H](CO)[C@@H](c3ccc(C#Cc4ccccc4)cc3)[C@@H]2C1 | -0.472

Further records follow.
SMILES	IDE exosite inh
COCC#Cc1ccc([C@@H]2[C@H](CO)N3CCCCN(C(=O)NC4CCCC4)C[C@@H]23)cc1	-1.09
CC(=O)NC[C@@H]1[C@@H](c2ccc(-c3cccnc3)cc2)[C@@H](CO)N1C(=O)C1CC1	0.326
O=C(Cc1ccncc1)N1CC(=O)N2[C@H](CO)[C@H](c3ccc(-c4cccc(F)c4)cc3)[C@@H]2C1	-1.5
CCC(=O)N[C@@H]1CC[C@H](CC(=O)NCc2ccccc2F)O[C@@H]1CO	0.952
Cn1cnc(CCNC(=O)[C@@H]2[C@@H](CO)[C@@H]3Cn4c(cccc4=O)[C@@H]3N2C(=O)Nc2ccccc2)c1	0.477
C[C@@H]1CCCCO[C@@H](CN(C)C(=O)C2CCCCC2)[C@@H](C)CN([C@H](C)CO)C(=O)c2cc(NS(=O)(=O)c3ccccc3)ccc2O1	0.875
COc1cccc(CN2CC3(CN(C)C3)c3c(n(C)c4cc(OC)ccc34)[C@@H]2CO)c1	1.41
O=C(NCC[C@@H]1CC[C@H](NC(=O)C2CCOCC2)[C@H](CO)O1)c1cc(Cl)cc(Cl)c1	-1.24
COCC(=O)N(C[C@H]1N[C@@H](CO)[C@@H]1c1ccc(-c2cccnc2)cc1)C(C)C	-0.768
CCC(=O)N1C[C@@H](C)[C@@H](OC)CN(C)C(=O)c2ccc(NC(=O)CC(F)(F)F)cc2OC[C@@H]1C	0.164
O=C(Nc1cc(F)ccc1F)N1CCCCN2[C@H](CO)[C@H](c3ccc(-c4ccccc4)cc3)[C@@H]2C1	5.12
CC(=O)NC[C@@H]1[C@H](c2ccc(-c3ccccc3)cc2)[C@H](CO)N1C(=O)C1CCC1	0.586
N#C[C@@H]1[C@@H](c2ccc(C#Cc3ccc(F)cc3)cc2)[C@H](CO)N1C(=O)C1CCC1	3.71
CCS(=O)(=O)N1CC2(CN(Cc3cccc(Cl)c3)[C@H](CO)c3c2c2ccc(OC)cc2n3C)C1	0.354
CC(C)CC#Cc1ccc([C@H]2[C@H]3CN(C(=O)NC4CCCC4)CCCCN3[C@H]2CO)cc1	1.71
COc1ccccc1NC(=O)N1CC(=O)N2[C@H](C1)[C@H](c1ccc(C#CC(C)C)cc1)[C@@H]2CO	0.669
O=C(Nc1cccc(F)c1)N1CC(=O)N2[C@@H](CO)[C@H](c3ccc(C#Cc4cccnc4)cc3)[C@@H]2C1	1.54
CN(C[C@H]1[C@@H](c2ccccc2)[C@@H](CO)N1Cc1ccccn1)S(C)(=O)=O	0.345
COCC(=O)Nc1ccc2c(c1)C(=O)N(C)[C@@H]1CC[C@@H](CC(=O)NC3Cc4ccccc4C3)O[C@@H]1CO2	-1.84
N#C[C@H]1[C@@H](c2ccccc2-c2ccccc2)[C@H](CO)N1C(=O)Cc1ccncc1	-0.136
O=C(C1CC1)N1CC(=O)N2[C@H](C1)[C@@H](c1ccc(Br)cc1)[C@@H]2CO	0.407
O=C([C@H]1N[C@H]2c3ccc(/C=C/c4ccccc4)c(=O)n3C[C@H]2[C@@H]1CO)N1CCCCC1	0.17
CO[C@H]1CC[C@@H]2CCN(C)C(=O)[C@H](C)N(C)C(=O)c3cccc(C#N)c3OC[C@@H]1O2	0.567
CN(C[C@H]1N[C@@H](CO)[C@H]1c1ccc(-c2cccc(F)c2)cc1)S(C)(=O)=O	1.53
CCC(=O)N[C@@H]1CC[C@@H](CC(=O)NCc2ccccc2F)O[C@H]1CO	2.6
CCC(=O)Nc1ccc2c(c1)OC[C@H](C)N(Cc1ccccc1)C[C@@H](C)[C@@H](OC)CN(C)C2=O	1.69
C[C@H](CO)N1C[C@H](C)[C@@H](CN(C)Cc2ccccc2C(=O)O)OCc2cnnn2CCCC1=O	-0.901
CCCNC(=O)N1[C@H](C#N)[C@H](c2ccccc2-c2ccc(F)cc2)[C@@H]1CO	1.46
O=C(C[C@@H]1CC[C@H]2[C@@H](COC[C@@H](O)CN2C(=O)c2ccc(F)cc2)O1)N1CCCCC1	-0.827
O=C1CN(Cc2ccccc2)C[C@@H]2[C@H](c3ccc(-c4cccnc4)cc3)[C@@H](CO)N12	4.41
CCC(=O)N1CCCCN2[C@H](CO)[C@@H](c3ccc(-c4ccc(F)cc4)cc3)[C@H]2C1	1.42
CCS(=O)(=O)Nc1ccc2c(c1)C(=O)N(C)C[C@H](OC)[C@@H](C)CN(CC1CCCCC1)[C@H](C)CO2	-0.201
O=C(CCN1CCCCC1)N[C@H]1CC[C@H](CC(=O)N2CCC(Cc3ccccc3)CC2)O[C@@H]1CO	1.29
COc1cccc(C#Cc2ccc([C@H]3[C@@H](C#N)N(C(=O)c4ccccn4)[C@@H]3CO)cc2)c1	-1.06
CCS(=O)(=O)N1CCCCN2[C@@H](CO)[C@@H](c3ccc(-c4ccccc4)cc3)[C@@H]2C1	-3.06*
O=C(Nc1cccc(Cl)c1)N[C@H]1CC[C@H](CCn2cc(Cc3ccccc3)nn2)O[C@H]1CO	0.348
Cc1cccc(-c2ccc([C@H]3[C@H]4CN(C(=O)c5ccncc5)CCCCN4[C@H]3CO)cc2)c1	-3.05*
COc1ccc(-c2ccc3n(c2=O)C[C@@H]2[C@@H](CO)[C@H](C(=O)NCC4CC4)N(C(=O)NC(C)C)[C@H]32)cc1	0.254
CN1CCCCN2[C@H](CO)[C@@H](c3ccc(-c4cccnc4)cc3)[C@@H]2C1	1.8
CC(C)C#Cc1ccc([C@@H]2[C@@H](C#N)N(C(=O)c3ccccn3)[C@@H]2CO)cc1	-2.91
CO[C@@H]1CN(C)C(=O)c2cc(NC(=O)C3CCOCC3)ccc2OC[C@H](C)NC[C@H]1C	0.837
COC(=O)C[C@@H]1CC[C@H]2[C@@H](COc3ccc(NC(=O)c4ccc(C(F)(F)F)cc4)cc3C(=O)N2C)O1	-0.769
O=C(Nc1cccc(Cl)c1)N1C[C@@H]2[C@H](c3ccccc31)[C@@H](CO)N2Cc1cccnc1	2.65
CCCNC(=O)N1[C@@H](C#N)[C@H](c2ccccc2)[C@@H]1CO	3.53
OC[C@H]1[C@@H](c2ccc(C#Cc3cccnc3)cc2)[C@@H]2CN(Cc3ccccc3F)CCCCN12	0.109
OC[C@@H]1[C@@H](c2ccc(Br)cc2)[C@@H]2CN(Cc3ccccn3)CCCCN12	0.109
CCCNC(=O)N1CC(=O)N2[C@H](C1)[C@@H](c1ccc(-c3ccccc3)cc1)[C@@H]2CO	-5.6*
O=C1CN(S(=O)(=O)Cc2ccccc2)C[C@H]2[C@H](c3ccc(C#CCC4CCCC4)cc3)[C@@H](CO)N12	2.69
C[C@@H]1CN([C@H](C)CO)C(=O)c2cc(NS(=O)(=O)c3ccc(F)cc3)ccc2O[C@H]1CN(C)C(=O)Nc1ccccc1	1.64
C[C@@H](O)C#Cc1ccc([C@H]2[C@H]3CN(C(=O)c4ccncc4)CCCCN3[C@H]2CO)cc1	0.17
Going on with the list.
SMILES	IDE exosite inh
O=C(C[C@H]1C=C[C@@H](NC(=O)Nc2ccccc2F)[C@@H](CO)O1)NCc1ccc(-c2ccccc2)cc1	0.281
O=S(=O)(Cc1ccccc1)N1CCCCN2[C@H](CO)[C@H](c3ccc(C#Cc4ccccc4)cc3)[C@@H]2C1	3.66
C[C@H](CO)N1C[C@H](C)[C@@H](CN(C)Cc2ccncc2)OCCCC[C@H](C)Oc2ccc(NC(=O)Cc3ccccc3)cc2C1=O	-0.647
Cc1cccc(-c2ccc([C@H]3[C@@H](CO)N4CCCCN(Cc5cccnc5)C[C@H]34)cc2)c1	-6.79*
C/C=C/c1ccc([C@H]2[C@@H](CO)N(Cc3cccnc3)C23CN(C(=O)CC)C3)cc1	0.0531
O=C(CN1CCOCC1)N1CCCCN2[C@H](C1)[C@H](c1ccc(Br)cc1)[C@@H]2CO	-1.16
COc1ccc(CN(C)C[C@H]2OCc3cnnn3CCCC(=O)N([C@H](C)CO)C[C@H]2C)cc1	0.362
O=C(CCN1CCCCC1)N[C@H]1CC[C@@H](CC(=O)N2CCC(Cc3ccccc3)CC2)O[C@@H]1CO	0.843
O=C1CNC[C@@H]2[C@@H](c3ccc(-c4ccccc4F)cc3)[C@H](CO)N12	-2.68
N#Cc1cccc(-c2ccc([C@H]3[C@H](CO)N4CCCCN(C(=O)Nc5cccc(F)c5)C[C@@H]34)cc2)c1	1.08

2 of these compounds in another layout:
IDE exosite inh	SMILES
3.66	O=S(=O)(Cc1ccccc1)N1CCCCN2[C@H](CO)[C@H](c3ccc(C#Cc4ccccc4)cc3)[C@@H]2C1
0.281	O=C(C[C@H]1C=C[C@@H](NC(=O)Nc2ccccc2F)[C@@H](CO)O1)NCc1ccc(-c2ccccc2)cc1

Gathered by group: the compounds so far containing a CF3 group (4)
SMILES	IDE exosite inh
C[C@@H]1CN([C@H](C)CO)C(=O)c2c(c3ccccc3n2C)-c2ccccc2CO[C@@H]1CN(C)C(=O)Nc1ccccc1C(F)(F)F	0.286
COc1ccc(S(=O)(=O)Nc2ccc3c(c2)C(=O)N([C@H](C)CO)C[C@@H](C)[C@@H](CN(C)Cc2ccc(C(F)(F)F)cc2)OCCCC[C@@H](C)O3)cc1	2
CCC(=O)N1C[C@@H](C)[C@@H](OC)CN(C)C(=O)c2ccc(NC(=O)CC(F)(F)F)cc2OC[C@@H]1C	0.164
COC(=O)C[C@@H]1CC[C@H]2[C@@H](COc3ccc(NC(=O)c4ccc(C(F)(F)F)cc4)cc3C(=O)N2C)O1	-0.769

New compounds follow
SMILES	IDE exosite inh
COc1ccc(-c2ccc([C@H]3[C@H]4CN(C(=O)c5ccc6c(c5)OCO6)CCCCN4[C@H]3CO)cc2)cc1	0.126
Cc1cccc(-c2ccc([C@H]3[C@@H](CO)N4CCCCN(C(=O)c5ccncc5)C[C@@H]34)cc2)c1	-1.74
N#C[C@@H]1[C@H](c2ccc(C3=CCCC3)cc2)[C@H](CO)N1C(=O)C1CCC1	6.64
CCC(=O)N1[C@H](CO)[C@H](c2ccccc2)[C@H]1CN(CC)C(=O)c1ccccc1	0.768
COC(=O)C[C@H]1CC[C@@H]2[C@@H](COc3ccc(NS(=O)(=O)c4ccc(C)cc4)cc3C(=O)N2C)O1	-1.98
CCCNC(=O)C[C@H]1CC[C@@H]2[C@H](COC[C@@H](O)CN2Cc2ccncc2)O1	-0.149
O=C(Nc1cccc(F)c1)N1CC(=O)N2[C@H](C1)[C@H](c1ccc(-c3cccc(F)c3)cc1)[C@@H]2CO	-0.47
O=C(Nc1cccc(F)c1)N1C[C@@H]2N[C@H](C1)C2c1ccc(-c2cccnc2)cc1 (some centres not stated)	1.38&2.07
O=C(c1ccccc1)N1CC(=O)N2[C@@H](CO)[C@@H](c3ccc(C#Cc4ccccc4)cc3)[C@@H]2C1	-9.13*
CC(C)NC(=O)Nc1ccc2c(c1)C(=O)N(C)[C@@H]1CC[C@H](CC(=O)NCc3ccc(F)cc3)O[C@H]1CO2	-2.22
Cc1ccc(CN2CC(=O)N3[C@H](C2)[C@@H](c2ccc(-c4ccccc4F)cc2)[C@@H]3CO)cc1	1.21

Assay outcomes: PubChem, Broad Institute

This is a subset; the hit share may differ from the screen's.
